miR122 inh – miR-122 inhibition in Huh7 cells | Huh7 miR-122 Renilla luciferase sensor, 48 h; neutral wells = 0, positive control = 100 | activation (reporter increase), % at 12.5 µM | actives 0.3% (n = 340,000);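 active means mean replicate activation score at least 90 and every replicate individually at or above 90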;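 further: higher luciferase means less miR-122 activity so hits act as miR-122 inhibitors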
FN deposition inh – fibronectin deposition inhibition | actives 0.086% (n = 350,000) | AH1F fibroblasts, Alexa488-fibronectin deposition fluorescence, overnight | AID 743247 | inhibition, % at 12.6 µM;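 active means mean inhibition across replicates of 30% or more, regardless of how many single replicates reach that level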;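 further: positive control wells lacked labelled fibronectin entirely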
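material = AH1F fibroblast monolayer depositing Alexa488-labelled fibronectin into matrix | amount = 10000 AH1F cells/well | buffer or medium = DMEM plus 2% serum, read in PBS | incubation = 1 h cell adhesion before compound, then overnight fibronectin incubation | detection = fluorescence at 485 nm excitation, 525 nm emission | evaluation = percent inhibition as loss of matrix-bound fibronectin fluorescence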
PGC1a acetyl inh – PGC1a acetylation modulation, inhibitor mode | inhibition, % at 15.6 µM | actives 0.17% (n = 350,000) | U2OS PGC1a acetylation, AlphaScreen anti-acetyl-lysine; with virally co-expressed GCN5 acetyltransferase;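 active means every replicate shows inhibition of at least 40%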;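 further: 0% = neutral control wells and 100% = positive control wells; some results beyond the cut were filed as inactive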
INS-1E GSIS act – GLuc luminescence reporter in INS-1E cells, primary screen for activators of glucose-dependent secretion of insulin | INS-1E GLuc reporter insulin secretion, 2-3 h | activation, % at 16.6 µM | actives 0.61% (n = 370,000) | AID 743287;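 active means lowest replicate activation of at least 40%, so every replicate reaches that level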;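 further: 0% = median of neutral control wells and 100% = median of IBMX positive control wells; some compounds called inactive have numbers as strong as hits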
PglD inh – inhibitors of Campylobacter jejuni PglD acetyltransferase. purified PglD enzyme, DTNB colorimetric CoA detection. inhibition, % at 12.5 µM. actives 0.098% (n = 360,000). AID 602405; in the data active means inhibition above about 16%, passing the limit was not always enough; further: strong numbers were not always called active
Cneo AK release – causes C. neoformans cell lysis | AID 651654 | adenylate kinase release luminescence, 4 h; normalised: neutral wells 0, clomiphene wells 100 | actives 0.2% (n = 360,000) | lysis activity, % at 15 µM;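 active means mean lysis activity across replicates of at least 80%, whatever share of replicates individually reach that level; inactive means mean lysis activity below 80%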
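Schedule: static 4 h at 37 °C with compound, 1 h detection; system: C. neoformans cells; benchmarks: Clomiphene as positive control; buffer or medium: fresh YPD medium; measure: luminescence rise reflecting yeast cell lysis; measured by: luminescent adenylate kinase detection reagent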
Statin myotox sup – suppression of simvastatin myotoxicity. C2C12 myotubes + simvastatin, ATP luminescence, 48 h; scaled: DMSO 0, geranylgeraniol control 100. rescue of ATP level, % at 7.49 µM. actives 0.78% (n = 330,000). AID 602340;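 active means mean ATP rescue above about 67%, or every replicate alone reaching that limit, limit read from the data, passing the limit was not always enough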;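 further: myotubes were challenged with 10 µM simvastatin during compound exposure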
F508del corr – correctors of CFTR F508del function in bronchial epithelial cells; activity (quench increase), % at 7.58 µM; actives 0.36% (n = 350,000); CFBE cells, YFP halide quenching; stimulated with forskolin plus potentiator P3; % fluorescence drop versus neutral controls; AID 720511;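 active means mean added fluorescence quench of at least 8% versus neutral control, with both replicates also reaching 8%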;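 further: cells transiently co-express mutant CFTR-F508del with the halide-sensitive YFP; corrector assay measuring rescue of mutant channel to the surface after 24 h compound exposure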
* marks the source's active call; other numbers are inactive results; [ ] = remark or other dose.

Screening O=C(CN1CCOCC1)N1CCCCN2[C@H](CO)[C@H](c3ccc(/C=C/c4ccccc4)cc3)[C@@H]2C1 returned miR122 inh -3[16.7 µM], PGC1a acetyl inh -7, INS-1E GSIS act -2, PglD inh 10, Cneo AK release 1, Statin myotox sup -16 and F508del corr -1.8.
`Cc1c(Br)c([N+](=O)[O-])nn1CCCC(=O)NC(C)c1ccccc1` (stereo unspecified) gave miR122 inh -4, FN deposition inh 2, PGC1a acetyl inh 0, INS-1E GSIS act -22, Statin myotox sup 17 and F508del corr 2.6.
Cc1ccc(CNC(=O)CN2C(=O)NC3(CC(C)CC(C)(C)C3)C2=O)cc1 (stereo unspecified) was read as miR122 inh -3, FN deposition inh -8, PGC1a acetyl inh -6, INS-1E GSIS act -41, PglD inh 0, Cneo AK release 2, Statin myotox sup 5 and F508del corr -2.1.
`O=C(c1cc(Cl)cc(Cl)c1)N1CCOCC1` gave miR122 inh -2, FN deposition inh 0, PGC1a acetyl inh 6, INS-1E GSIS act -8, PglD inh 0, Cneo AK release 0 and Statin myotox sup 17.
`Cc1ccc(-n2nc3c(=O)n(CC(=O)NCCCc4ccccc4)nc(C)c3c2C)cc1` gave miR122 inh 2, FN deposition inh -8, PGC1a acetyl inh -1, INS-1E GSIS act 16, PglD inh -2, Cneo AK release 9, Statin myotox sup 1 and F508del corr 1.9.
For COc1ccccc1-c1ccc2c(c1)O[C@H](CN(C)S(=O)(=O)c1ccc(F)cc1)[C@@H](C)CN([C@H](C)CO)S2(=O)=O the results were miR122 inh 7[16.7 µM], PGC1a acetyl inh -9, INS-1E GSIS act -2, Statin myotox sup -26 and F508del corr -0.1.
COc1ccc(NCc2nc3ccccc3n2C)cc1 was read as FN deposition inh -4, INS-1E GSIS act 2, PglD inh -9, Cneo AK release -3, Statin myotox sup 11 and F508del corr -1.5.
`O=C(N/N=C/c1ccc(OC(=O)c2ccco2)cc1)c1ccc[n+]([O-])c1` gave miR122 inh 0, FN deposition inh 5, PGC1a acetyl inh -4, INS-1E GSIS act 10, PglD inh -1, Cneo AK release -6, Statin myotox sup -6 and F508del corr 3.0.
`CCNc1nc(Oc2ccc(=O)n(-c3ccccc3)n2)nc(N2CCOCC2)n1` gave miR122 inh 1, PGC1a acetyl inh 7, PglD inh -10, Cneo AK release -3 and Statin myotox sup -8.
CC(=O)NC1=NN(C(C)=O)C(C)(c2ccccn2)S1 (stereo unspecified) was read as miR122 inh -2, FN deposition inh -7, PGC1a acetyl inh 8, INS-1E GSIS act 0 and F508del corr -1.2.
Cc1noc(C)c1NC(=O)N(C)C[C@@H]1Oc2ccc(NS(=O)(=O)c3cn(C)cn3)cc2C(=O)N([C@@H](C)CO)C[C@H]1C was read as miR122 inh -4[16.7 µM], PGC1a acetyl inh -2, INS-1E GSIS act -10, PglD inh -2, Cneo AK release 41, Statin myotox sup -25 and F508del corr -0.1.
Screening CCc1cc2cc3c(cc2nc1SCC(=O)Nc1nnc(C)s1)OCCO3 returned miR122 inh -4, PGC1a acetyl inh 7, INS-1E GSIS act 7, PglD inh -2, Cneo AK release 3, Statin myotox sup 8 and F508del corr 1.6.
Screening C[C@H]1CN([C@@H](C)CO)C(=O)c2cc(C#Cc3ccccc3F)cnc2O[C@H]1CN(C)C(=O)Cc1cccnc1 returned PGC1a acetyl inh 4, INS-1E GSIS act -7, PglD inh 2, Cneo AK release -11, Statin myotox sup 7 and F508del corr -0.5.
`COc1ccc(-c2nnc3sc(COc4ccc(C)cc4)nn23)cc1` gave miR122 inh -2, PGC1a acetyl inh 10, PglD inh -1, Cneo AK release 2 and Statin myotox sup 10.
`Cc1cccc(Nc2ccc(S(=O)(=O)N3CCOCC3)cc2[N+](=O)[O-])c1` gave miR122 inh -13, FN deposition inh 6, PGC1a acetyl inh -5, INS-1E GSIS act -2, PglD inh 1, Cneo AK release 0, Statin myotox sup -33 and F508del corr -1.8.
`CCN1C(=NCc2ccccc2)N[C@@H](c2ccccc2)[C@H](C(=O)OC)[C@H]1C` gave miR122 inh 7, FN deposition inh 6, PGC1a acetyl inh -10, INS-1E GSIS act 9, PglD inh 5, Cneo AK release 3, Statin myotox sup 19 and F508del corr -0.7.
For COC(=O)c1ccccc1NC(=O)Nc1ccc(C(=O)N2CCCC2)cc1 the results were miR122 inh -15, FN deposition inh 2, PGC1a acetyl inh 9, PglD inh 5, Cneo AK release -1 and Statin myotox sup 6.
For CN(C)c1ccc(-c2[nH][nH]c(=O)c2NC(=O)c2ccc3ccccc3n2)cc1 the results were miR122 inh -4, FN deposition inh 8, PGC1a acetyl inh -3, INS-1E GSIS act -5, PglD inh 4, Cneo AK release 5, Statin myotox sup -1 and F508del corr -3.8.
COc1ccc(CCNc2cc(=O)[nH]c(N)n2)cc1 was read as miR122 inh 1, PGC1a acetyl inh -1, INS-1E GSIS act 2, PglD inh 0, Cneo AK release 6, Statin myotox sup -3 and F508del corr -0.7.
For COCCCN1C(=O)C(CC(=O)NCC2CCCCC2)CC(C(=O)N2CCOCC2)=C1C (stereo unspecified) the results were miR122 inh 2, PGC1a acetyl inh 10, INS-1E GSIS act 21, PglD inh 0, Cneo AK release 3, Statin myotox sup -6 and F508del corr -2.7.

Continued; it opens with the 2 that closed the last part.
COc1ccc(CCNc2cc(=O)[nH]c(N)n2)cc1 was read as miR122 inh 1, PGC1a acetyl inh -1, INS-1E GSIS act 2, PglD inh 0, Cneo AK release 6, Statin myotox sup -3 and F508del corr -0.7.
For COCCCN1C(=O)C(CC(=O)NCC2CCCCC2)CC(C(=O)N2CCOCC2)=C1C (stereo unspecified) the results were miR122 inh 2, PGC1a acetyl inh 10, INS-1E GSIS act 21, PglD inh 0, Cneo AK release 3, Statin myotox sup -6 and F508del corr -2.7.
`COc1cccc(S(=O)(=O)Nc2ccc3c(c2)[C@H]2C[C@@H](CC(=O)N4CCCCC4)O[C@H](CO)[C@H]2O3)c1` gave miR122 inh 5[16.7 µM], PGC1a acetyl inh -2, INS-1E GSIS act 7, PglD inh 1, Cneo AK release -2, Statin myotox sup 1 and F508del corr 3.7.
Screening CCC(=O)Nc1nc(C)c(Oc2ccccc2)c(=O)[nH]1 returned miR122 inh -9, PGC1a acetyl inh -9, PglD inh 9, Cneo AK release 1 and Statin myotox sup -3.
Screening CCNC(=O)N1CCC(c2nc3ccccc3s2)CC1 returned FN deposition inh -3, PGC1a acetyl inh 3, INS-1E GSIS act 13, PglD inh -5, Cneo AK release 1, Statin myotox sup 5 and F508del corr -2.6.
`Cc1ccc(C(OCC(O)CNCc2ccc(F)cc2)c2ccccc2)cc1` (stereo unspecified) gave miR122 inh -21, FN deposition inh 5, PGC1a acetyl inh 4, INS-1E GSIS act -12, PglD inh 1, Cneo AK release 11, Statin myotox sup -6 and F508del corr 1.6.
For S=c1[nH]cnc2sc(-c3ccccc3)cc12 the results were miR122 inh 3, FN deposition inh -6, PGC1a acetyl inh -4, INS-1E GSIS act 14, PglD inh -3, Cneo AK release 11, Statin myotox sup -6 and F508del corr 1.7.
`CCOc1cc2[nH]c(=O)n(CCCC(=O)NCc3ccco3)c(=O)c2cc1OCC` gave miR122 inh 0, FN deposition inh 2, PGC1a acetyl inh -18, PglD inh 1, Cneo AK release 1 and Statin myotox sup -20.
Cc1c(C(=O)N(Cc2cccc(Br)c2)C2CCS(=O)(=O)C2)oc2ccccc12 (stereo unspecified) was read as miR122 inh 0, FN deposition inh 4, PGC1a acetyl inh -4, INS-1E GSIS act -11, PglD inh -1, Cneo AK release 6, Statin myotox sup 21 and F508del corr 3.1.
CCCCN(CCCC)C(=O)C1(P(=O)(c2ccccc2)c2ccccc2)CCC1 was read as miR122 inh -14, FN deposition inh -8, PGC1a acetyl inh 12, INS-1E GSIS act -30, PglD inh 4, Cneo AK release -1, Statin myotox sup -10 and F508del corr -0.1.
For COc1ccc(CCNc2ccc(C(CC(N)=O)NC(=O)c3ccc(Br)cc3)cc2[N+](=O)[O-])cc1 (stereo unspecified) the results were miR122 inh -5, FN deposition inh 7, INS-1E GSIS act 1, PglD inh -2, Cneo AK release -3, Statin myotox sup -56 and F508del corr 0.0.
O=c1c2ccccc2oc2nc(-c3ccco3)n(Cc3ccccc3)c(=O)c12 was read as miR122 inh 3, FN deposition inh -8, PglD inh 2 and Cneo AK release 1.
For COc1ccc(C(=O)N2CCN(c3nc4cc(C)cc(C)c4cc3C#N)CC2)cc1 the results were miR122 inh -7, FN deposition inh 0, PGC1a acetyl inh -9, INS-1E GSIS act -7, PglD inh -2, Cneo AK release 2, Statin myotox sup 3 and F508del corr 4.1.
COCc1cn(CC[C@@H]2CC[C@@H](NC(=O)c3ccc(F)cc3)[C@@H](CO)O2)nn1 was read as FN deposition inh 9, PGC1a acetyl inh 2, INS-1E GSIS act 14, PglD inh 1, Cneo AK release -1, Statin myotox sup -4 and F508del corr 0.6.
COc1ccc(-c2noc(CN3CCCCC3)n2)cc1OC was read as miR122 inh -1, FN deposition inh 15, PGC1a acetyl inh 2, INS-1E GSIS act 7 and Statin myotox sup -4.
Nc1ccc(Nc2ccccc2)c(S(=O)(=O)O)c1 was read as miR122 inh -1, FN deposition inh -4, PGC1a acetyl inh -2, INS-1E GSIS act -1, PglD inh -3, Cneo AK release -2, Statin myotox sup 0 and F508del corr -1.2.
For CCCNC(=O)c1ccc(N2CCC3(CC2)CC(c2cccc(Br)c2)=NO3)c([N+](=O)[O-])c1 the results were miR122 inh -4, FN deposition inh 0, PGC1a acetyl inh -9, INS-1E GSIS act 12, PglD inh -2, Cneo AK release 2, Statin myotox sup -33 and F508del corr 2.9.
Screening CC(C)Cc1c(O)nc(SCC(=O)N2CCCCCC2)[nH]c1=O returned FN deposition inh 0, INS-1E GSIS act 1, PglD inh 6, Cneo AK release -1, Statin myotox sup -22 and F508del corr 0.7.
For COc1cccc(-c2cccc3c2NC(=O)C3(C)Cc2cccc(F)c2)c1 (stereo unspecified) the results were miR122 inh 11, FN deposition inh -6, PGC1a acetyl inh -12, INS-1E GSIS act -33, PglD inh -4, Cneo AK release 1, Statin myotox sup 13 and F508del corr -3.3.
`COc1ccc2c(c1)c1nnc(SCC(=O)N3C(C)CCCC3C)nc1n2C` (stereo unspecified) gave miR122 inh 4, FN deposition inh -4, PGC1a acetyl inh -6, PglD inh -3, Cneo AK release 4 and Statin myotox sup -3.
Screening CC(=O)Oc1ccc(C(=O)Nc2ccc(S(=O)(=O)N3CCOCC3)cc2)cc1 returned miR122 inh 1, FN deposition inh -3, PGC1a acetyl inh 0, INS-1E GSIS act -8, PglD inh -4, Cneo AK release 0, Statin myotox sup 9 and F508del corr 3.2.
For O=C(Nc1ccn(CCCN(CCCn2ccc(NC(=O)OCc3ccccc3)nc2=O)CCc2cc3ccccc3[nH]2)c(=O)n1)OCc1ccccc1 the results were miR122 inh -13, FN deposition inh 3, PGC1a acetyl inh -16, INS-1E GSIS act -25, PglD inh 3, Cneo AK release 1, Statin myotox sup -53 and F508del corr 1.4.

Quoted from the entries so far for reference:
`COc1cccc(S(=O)(=O)Nc2ccc3c(c2)[C@H]2C[C@@H](CC(=O)N4CCCCC4)O[C@H](CO)[C@H]2O3)c1` gave miR122 inh 5[16.7 µM], PGC1a acetyl inh -2, INS-1E GSIS act 7, PglD inh 1, Cneo AK release -2, Statin myotox sup 1 and F508del corr 3.7.
Screening CCC(=O)Nc1nc(C)c(Oc2ccccc2)c(=O)[nH]1 returned miR122 inh -9, PGC1a acetyl inh -9, PglD inh 9, Cneo AK release 1 and Statin myotox sup -3.
